# Screens deposited in PubChem BioAssay by Icahn School of Medicine at Mount Sinai.
# ROC1-CUL1 inh – blocks human RBX1-Cullin-1 di-ubiquitin formation | 140,000 compounds, 0.6% hits | AID 1347404 | inhibition, % at 10 µM | in vitro K48 di-Ub FRET, acceptor:donor ratio, 45 min | P62877+Q13616; in the data active = inhibition above about 25%
# Target sequence (P62877 whole entry, looked up): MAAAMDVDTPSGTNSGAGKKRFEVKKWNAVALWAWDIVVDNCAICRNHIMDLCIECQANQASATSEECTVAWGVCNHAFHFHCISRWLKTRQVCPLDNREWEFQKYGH
# Target sequence (Q13616 whole entry, looked up): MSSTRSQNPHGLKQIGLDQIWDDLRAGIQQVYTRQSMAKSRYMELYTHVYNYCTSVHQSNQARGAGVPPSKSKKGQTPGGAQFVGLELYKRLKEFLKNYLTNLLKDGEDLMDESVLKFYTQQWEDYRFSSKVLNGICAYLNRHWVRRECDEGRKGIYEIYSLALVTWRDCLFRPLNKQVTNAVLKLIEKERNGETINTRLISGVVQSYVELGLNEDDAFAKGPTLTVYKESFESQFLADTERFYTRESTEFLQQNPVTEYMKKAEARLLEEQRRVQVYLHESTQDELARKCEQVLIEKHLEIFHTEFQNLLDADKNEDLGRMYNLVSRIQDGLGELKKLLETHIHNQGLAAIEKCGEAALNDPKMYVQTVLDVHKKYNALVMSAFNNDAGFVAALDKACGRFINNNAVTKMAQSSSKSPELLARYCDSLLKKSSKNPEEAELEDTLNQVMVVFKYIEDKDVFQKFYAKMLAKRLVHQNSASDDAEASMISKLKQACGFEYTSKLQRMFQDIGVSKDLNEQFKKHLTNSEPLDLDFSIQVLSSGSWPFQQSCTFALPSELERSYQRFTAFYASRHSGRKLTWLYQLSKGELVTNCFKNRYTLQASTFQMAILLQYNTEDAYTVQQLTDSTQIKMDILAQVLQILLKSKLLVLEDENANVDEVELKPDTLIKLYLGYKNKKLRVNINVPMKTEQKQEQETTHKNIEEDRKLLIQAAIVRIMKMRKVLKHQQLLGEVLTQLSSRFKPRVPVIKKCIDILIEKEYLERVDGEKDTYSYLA
# Active calls of the source: *. An excerpt. The share of hits here may be higher or lower than overall.
SMILES,ROC1-CUL1 inh
CCCN(C)[C@@H]1c2ccccc2C2(CCN(C(=O)c3cn[nH]c3)CC2)[C@H]1O,4
COc1ccc(C(=O)Oc2c(Sc3ccccc3)c(C)nn2-c2ccccc2)c(OC)c1,-2
C[C@@H]1C(=O)CC[C@]2(O)C(=O)N[C@@H](C(=O)c3ccccc3)[C@H]12,5
CCOc1ccc(N(CC)S(=O)(=O)N2CCCC(C(=O)NCCc3ccccc3OC)C2)cc1 (stereo not given),0
Cc1ccc(NC(=O)/C(C#N)=C/c2cc(C)n(-c3ccc(F)cc3)c2C)cc1C,6
CCOc1ccc(NC(=O)CSc2nc(C)c(C(=O)Nc3ccccc3)c(-c3ccc(Cl)cc3)c2C#N)cc1,6
CC1(C)CC(=O)C2C(=Nc3ccccc3NC2c2cc(Cl)ccc2O)C1 (stereo not given),-6
CC1=NC(=O)C(c2ccccc2)C(=O)C1C(=O)c1ccccc1 (stereo not given),1
COc1ccc(-n2c(-c3ccccc3)nnc2-c2ccc(Cl)cc2)cc1,0
COCCOC(=O)c1ccc(NC(=O)C2COc3ccccc3O2)cc1 (stereo not given),-2
COc1ccc2c(c1)C1(SCCCS1)c1c(c(=O)c1=O)O2,3
O=[N+]([O-])c1ccc(CN2CCC(O)CC2)s1,-3
OCCN1c2ccccc2Nc2nnc(Cl)cc21,2
CC(=O)Nc1cccc(C(=O)OCC(=O)c2cccc3ccccc23)c1,-6
COc1nc2c(c(OC)c1[N+](=O)[O-])c(=O)n(C)c(=O)n2C,5
C=CCOc1ccc(Br)cc1/C=N/NC(=O)OC(C)(C)C,9
Cc1ccc(NC(=O)CN2C(=O)CSc3ccc(S(=O)(=O)N4CCCC4)cc32)cc1F,0
COc1ccc(CNCCCSC)c(OCC(O)CN2CCCC2)c1 (stereo not given),0
CC(NC(=O)c1ccc(N2CCC(NCCCN3CCCC3=O)CC2)cc1)c1ccccc1 (stereo not given),-1
CSc1ccc(CN2CC(N)CC2=O)cc1 (stereo not given),-1
COC(=O)CC(C(=O)NC1CCCCC1)N1CCN(Cc2ccccc2)CC1 (stereo not given),7
CS(=O)(=O)Oc1ccc2c(-c3ccccc3C(=O)O)c3ccc(=O)c(I)c-3oc2c1I,117*
COC(=O)C1CCN(CC(O)COc2ccc(CNCCc3cnc[nH]3)cc2)CC1 (stereo not given),10
COc1ccccc1CNC(=O)CCCCn1c(=O)c2ccccc2n(Cc2ccccc2C)c1=O,0
CC1CN(CC(=O)NCCC2(c3ccccc3)CCOC(C)(C)C2)Cc2ccccc2O1 (stereo not given),4
CCN1CCN(Cc2nc(N)nc(Nc3cccc(Cl)c3)n2)CC1,10
CSc1ccc(CCNC(=O)c2ccc3c(c2)c(C)c(C)n3Cc2ccc(F)cc2)cc1,7
O=C(CN1Cc2ccccc2OC(c2ccsc2)C1)NCc1scnc1-c1ccccc1 (stereo not given),7
Cc1ccc(NC(=O)c2ccccc2NC(=O)C2CCCCC2C(=O)O)cc1 (stereo not given),-2
N=C1CC(=O)Nc2nnc(SCC(=O)Nc3c(Cl)cccc3Cl)n21,-4
O=C(CN1CCCC1)N1N=C(c2ccco2)CC1c1ccco1 (stereo not given),-5
CSCC(=O)N1CCC(n2nccc2NC(=O)c2ccccc2C)CC1,0
C=CCN1C(=O)/C(=C/c2cccs2)N(C)C1=S,-3
COc1ccccc1C(=O)OC1CCCCC1O (stereo not given),-1
COc1ccc2oc3cc[n+]([O-])c(-c4ccc(Cl)cc4)c3c2c1,6
O=C(c1ccc2ccccc2n1)N1CCN(c2ccccc2)CC1,4
O=C1CCCCN1CCNc1nc2nonc2nc1N1CCCC1,6
C=CCC(=O)N1CCC(C2CCN(Cc3cccnc3)CC2)C1 (stereo not given),0
COc1cc(NC(=O)C2=CC(c3ccc(F)cc3)=NS(=O)(=O)N2C)cc(OC)c1OC,0
CSc1cccc(NC(=O)C2CCN(C(=O)c3cnn(-c4ccccc4)c3-n3cccc3)CC2)c1,14
Cc1cc(C)cc(NC(=O)CN2C(=O)c3ccccc3C2=O)c1,0
COc1cc2[nH]c(=O)n(CCCC(=O)N3CCN(c4cccc(C(F)(F)F)c4)CC3)c(=O)c2cc1OC,5
COCCNC(=O)CSc1c2c(nc3cc(Cl)ccc13)CCCC2,-5
CC1C(=NC(=S)N/N=C/c2ccccc2[N+](=O)[O-])C(=O)N(c2ccccc2)N1C (stereo not given),-2
Cc1oc(-c2ccc(NC(=O)Cc3ccccc3)cc2)nc1CNC(=O)Cc1cccc2ccccc12,3
COc1cccc(/C=C(\C#N)c2nc3ccccc3c(=O)[nH]2)c1OC,-1
COc1ccc(Cn2c(C(=O)O)c(CNCc3cccs3)c3ccc(C)cc32)cc1,-8
FC(F)(F)c1ccc(Cl)c(-n2ncc(-c3nnnn3-c3ccccc3)c2-c2ccccc2)c1,-5
COc1ccc(CCNC(=O)CN(c2ccccc2)S(=O)(=O)c2ccc(OC)c(OC)c2)cc1,-8
O=C(NCc1ccon1)c1coc(COc2ccccc2)n1,-10
Cc1ccc(Cl)cc1NC(=O)COC(=O)C12CC3CC(CC(C3)C1)C2,15
Cn1c(SCc2cccc(F)c2)nc2c([nH]c3ccccc32)c1=O,4
CCCN1CCN(C(=O)Nc2ccccc2Cl)CC1,0
CC(=O)NC1CCCc2nc(N3CCC(CO)CC3)ncc21 (stereo not given),4
Cc1cccc(Nc2nc3nonc3nc2N2CCCCC2)c1C,-1
Cc1ccc(O)c(NC(=O)c2cnn3c(C(F)(F)F)cc(-c4ccc(Br)cc4)nc23)c1,0
COc1cc2c(cc1OC)CN(C(=O)CN1Cc3ccccc3OC(c3ccsc3)C1)CC2 (stereo not given),-4
Cc1cc(C)nc(SCc2nn3c(Cc4ccccc4C)nnc3s2)n1,9
COc1ccc(C(=O)Nc2nncs2)c(OC)c1,-4
CCn1cc(/C=C/C(=O)Nc2cc(C(F)(F)F)ccc2F)cn1,-6
# The listing continues:
SMILES,ROC1-CUL1 inh
Cc1ccc(Sc2c(C)nn(C(C)(C)C)c2OC(=O)CC(C)C)cc1,-4
Cc1nn2c(=O)cc(COC(=O)c3ccc(NC(=O)COc4ccccc4F)cc3)nc2s1,-4
COc1cc2nc(N3CCNCC3)nc(N)c2cc1OC,1
COc1ccccc1-c1cc2nc(C)c(CCC(=O)NCc3cccc(Cl)c3)c(C)n2n1,2
CCCSc1nc2sc3c(c2c(=O)n1-c1ccc(F)cc1)CCCC3,-12
Cc1cnc(NCC2(c3ccccc3)CCOCC2)nc1-c1ncnn1C,2
CCOC(=O)c1cnc2c(ccc3ccccc32)c1NCCOC,-3
CCOc1ccc(-c2nonc2NC(=O)c2ccco2)cc1,3
CC1C(=NC(=O)c2nn3c(c2Cl)NC(c2ccc(Br)cc2)CC3C(F)(F)F)C(=O)N(c2ccccc2)N1C (stereo not given),0
CC1=CC2CC(C)(C1=O)c1ccccc12 (stereo not given),10
O=C(Cn1cnc(S(=O)(=O)N2CCCC2)c1)Nc1ccccc1,0
CC1=Nc2nc(-c3ccc(Cl)cc3)nn2C(c2ccccc2F)C1C(N)=O (stereo not given),-9
O=C(O)c1cc(Cl)cc(Cl)c1F,-2
Cc1ccc(NCc2cccn2-c2nnc(N3CCC(C(=O)NCc4ccc(OC(C)C)cc4)CC3)s2)cc1,4
CC(C)CC(C)NC(=O)Cc1ccccc1F (stereo not given),6
CN(CC1CCCCO1)C(=O)CC1(c2ccccc2)CC(=O)N(CCCOc2cccnc2)C1=O (stereo not given),7
Cc1nc(-c2ccc(S(=O)(=O)Nc3ccc(C#N)cc3)cc2)co1,4
FC(F)(F)c1ccc2c(=S)cc[nH]c2c1,3
CCc1cccc(C)c1NC(=O)C1CCN(S(=O)(=O)N(C)C)CC1,4
Cc1ccc(C(=O)COC(=O)c2ccc(NC(=O)c3ccc(Cl)cc3)cc2)cc1,-4

# An excerpt of these results, bar-delimited.
SMILES | ROC1-CUL1 inh
COc1ccc2c(c1)C1(SCCCS1)c1c(c(=O)c1=O)O2 | 3
O=[N+]([O-])c1ccc(CN2CCC(O)CC2)s1 | -3
OCCN1c2ccccc2Nc2nnc(Cl)cc21 | 2
CC(=O)Nc1cccc(C(=O)OCC(=O)c2cccc3ccccc23)c1 | -6
COc1nc2c(c(OC)c1[N+](=O)[O-])c(=O)n(C)c(=O)n2C | 5
C=CCOc1ccc(Br)cc1/C=N/NC(=O)OC(C)(C)C | 9
Cc1ccc(NC(=O)CN2C(=O)CSc3ccc(S(=O)(=O)N4CCCC4)cc32)cc1F | 0
COc1ccc(CNCCCSC)c(OCC(O)CN2CCCC2)c1 (stereo not given) | 0
CC(NC(=O)c1ccc(N2CCC(NCCCN3CCCC3=O)CC2)cc1)c1ccccc1 (stereo not given) | -1
CSc1ccc(CN2CC(N)CC2=O)cc1 (stereo not given) | -1
COC(=O)CC(C(=O)NC1CCCCC1)N1CCN(Cc2ccccc2)CC1 (stereo not given) | 7
CS(=O)(=O)Oc1ccc2c(-c3ccccc3C(=O)O)c3ccc(=O)c(I)c-3oc2c1I | 117*
COC(=O)C1CCN(CC(O)COc2ccc(CNCCc3cnc[nH]3)cc2)CC1 (stereo not given) | 10
COc1ccccc1CNC(=O)CCCCn1c(=O)c2ccccc2n(Cc2ccccc2C)c1=O | 0
CC1CN(CC(=O)NCCC2(c3ccccc3)CCOC(C)(C)C2)Cc2ccccc2O1 (stereo not given) | 4
CCN1CCN(Cc2nc(N)nc(Nc3cccc(Cl)c3)n2)CC1 | 10

# Continued:
SMILES,ROC1-CUL1 inh
CCCCc1ccc(NC(=S)Nc2ccccc2)cc1,10
O=C1c2cccc3cccc(c23)C(=O)C1S(=O)c1ccc(Cl)cc1 (stereo not given),-2
COc1cccc(NS(=O)(=O)c2cc(-c3cnc(C4CC4)o3)ccc2C)c1,5
CCOc1ccc(C2CC(=O)n3nc(C4C5CC6CC(C5)CC4C6)nc3S2)cc1 (stereo not given),16
Cc1c(-c2nnc(-c3ccccc3)o2)nnn1-c1ccc(Br)cc1,7
CC(C)(C)c1ccc(C2c3c(n[nH]c3-c3cccs3)OC(=N)C2C#N)cc1 (stereo not given),3
CCC1CN(S(=O)(=O)c2cc(-c3cc(C)no3)ccc2C)c2cc(Cl)ccc2O1 (stereo not given),-5
CCCc1noc(-c2ccc(NCc3ccc(C)cc3)c([N+](=O)[O-])c2)n1,8
COc1ccc(CCCc2nnc(SCC(=O)Nc3ccc(OC)cc3)o2)cc1,13
O=C(c1ccc(=O)[nH]n1)N1CCOC(Cc2cccc3ccccc23)C1 (stereo not given),-3
COc1ccc(-c2cc(-c3ccccc3)cc(-c3ccccc3)n2)cc1,-2
CCCNS(=O)(=O)c1ccc(OC)c(C(=O)NC2CCCC2)c1,6
CCOc1ccccc1NC(=O)c1c2c(nc3ccccc13)C(=O)N(C1CCCCC1)C2,-11
Cc1ccc(C(=O)C(C)OC(=O)Cc2ccc(Cl)cc2)cc1 (stereo not given),-4
CN1CCN(S(=O)(=O)Cc2ccc(Cl)cc2Cl)CC1,-5
CCOc1cccc(C(=O)N2CCN(C(=O)c3cccc(OCC)c3)CC2)c1,-1
CC(C)c1ccc(NC(=O)c2cnc3sc(N4CCCC4)nn3c2=O)cc1,-2
CCOC(=S)SCC(=O)Nc1nc2ccc(OC)cc2s1,9
O=C(N=C(Cc1ccccc1)C(=O)N1CCCCC1)c1cccc(Br)c1,-5
CN(Cc1ccc2nccnc2c1)C(=O)CC1(c2cccc(F)c2)CC(=O)N(C2CCCC2)C1=O (stereo not given),-7
CCc1nnc2c3ccccc3nc(N3CCN(c4ccc(C)cc4C)CC3)n12,6
COC(=O)[C@@H]1CCCN1C(=O)c1ccc(OC2CCN(Cc3ccccn3)CC2)cc1,-1
O=C(Nc1ccc(N2CCCCC2)c(Cl)c1)c1cc2ccccc2o1,6
Cc1ccc(Cl)cc1NC(=O)N1CCc2cc(S(=O)(=O)N3CCC(C)CC3)ccc21,-3
C#CCNC(=O)C[n+]1c(C)n(N)c2ccccc21,6
O=C(c1cccnc1N1CCN(CCO)CC1)N1CCCC1,5
CCOC(=O)c1ccc(NC(=O)CSc2nc(-c3ccc(F)cc3)cc(C(F)(F)F)c2C#N)cc1,6
COCCC(=O)N1CCC(Oc2ccc(C(=O)NCCN(C)C)cc2Cl)CC1,-1
NNC(=O)CN1CCN(CCOc2ccccc2)CC1,4
O=C(Nc1ccc(Br)cc1)C1CCN(c2cnccn2)CC1,4
CC(=O)OC1=C(Cl)C(=O)C(=O)C(Cl)C1=O (stereo not given),5
CCc1ccc(NC(=O)C(CC)n2nnc(C(=O)OC)c2C(=O)OC)cc1 (stereo not given),-3
Cc1cc2n(c(=O)c1C#N)CCN2c1ccccc1,0
O=C(NCCc1ccccc1)C(=O)NCC(c1cccs1)S(=O)(=O)c1cccs1 (stereo not given),-5
Cc1ccc(NC(=O)C2CCN(S(=O)(=O)c3ccc4c(c3)CCCC(=O)N4)CC2)c(Cl)c1,-3
CCSc1nnc(NC(=O)C2CCCO2)s1 (stereo not given),-12
CN1CCCC(Cc2nc3ccccc3n2CC(=O)Nc2cnn(C)n2)C1 (stereo not given),11
Cc1cc(Br)ccc1NC(=O)c1cc2c(s1)-c1ccccc1SC2,4
CCc1csc(CNC(=O)Cn2ncc(N3CCOCC3)cc2=O)n1,11
CC(C)(C)c1cc(N=c2c(=O)c3ccccc3c2=O)c(O)c(C(C)(C)C)c1,-2
COc1ccc(-c2ccc(/C=C(\SC)S(C)=O)s2)cc1 (stereo not given),-2
CCCn1c(=O)c2sccc2n2c(CCCC(=O)N3CCN(c4ccccc4)CC3)nnc12,4
Cc1ccc(-c2cnc(N)c(N3CCC(O)C3)n2)c(-n2cccn2)c1 (stereo not given),11
C/C(=N\NC(=O)c1cc(C(C)C)cc(C(C)C)c1O)c1ccc2c(c1)OCO2,-2
C[S+]1CCC(OC(c2ccccc2)c2ccccc2)CC1 (stereo not given),-4
CC(=O)Nc1ccc(Oc2ncnc3sc4c(c23)CCCC4)cc1,2
Cc1ccccc1C(=O)Nc1ccc(C(=O)OCc2cc(=O)n3c4c(sc3n2)CCCC4)cc1,-5
